# Screening results: PubChem BioAssay, Sanford-Burnham Center for Chemical Genomics
# Scp-1 inhibitor = blocks human Scp-1 phosphatase activity; Recombinant Scp1, phosphopeptide, malachite green phosphate absorbance; Q9GZU7; 340,000 compounds, 0.88% hits; inhibition, % at 20 µM;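 active = inhibition above about 50% at 20 µM, limit read from the data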;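 also: plate controls were DMSO wells with enzyme for no effect and wells lacking enzyme for full effect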
# Target sequence (Q9GZU7 76-261 limits assumed): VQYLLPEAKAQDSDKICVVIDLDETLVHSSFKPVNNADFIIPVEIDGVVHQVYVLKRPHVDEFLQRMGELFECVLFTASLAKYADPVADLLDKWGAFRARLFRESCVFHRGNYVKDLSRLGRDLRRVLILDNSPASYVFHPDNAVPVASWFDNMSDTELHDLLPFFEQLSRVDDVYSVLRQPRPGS
#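 Assay system: SCP-1 catalytic fragment, aa 76-261 | Buffer or medium: Tris acetate buffer pH 5.5 with MgCl2 and Tween-20 | Compound: One concentration, 20 µM, with 1.0% DMSO | Also added: Phospho 17-mer peptide substrate | Signal: Absorbance at 630 nm | Incubation: 45 min enzyme reaction at room temperature | Measure: % inhibition of SCP-1 phosphate liberation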
# Rpn11 inh = blocks the human proteasome subunit Rpn11; O00487; calls only at 20 µM; 360,000 compounds, 0.59% hits; human 26S proteasome, Ub4-pepOG fluorescence polarization; 20S core pre-blocked with epoxomicin;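 active = inhibition at 20 µM, scaled to each plate's controls, above about 33%, limit read from the data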
# SUMO1 PPI mod = alters human SUMO1 binding to SIM partners; SUMO1 binding to a labelled peptide, TR-FRET, 1 h; inhibition, % at 20 µM; 360,000 compounds, 0.33% hits; AID 602429; in the data active = inhibition above about 37%
# Target sequence (P63165 whole entry, looked up): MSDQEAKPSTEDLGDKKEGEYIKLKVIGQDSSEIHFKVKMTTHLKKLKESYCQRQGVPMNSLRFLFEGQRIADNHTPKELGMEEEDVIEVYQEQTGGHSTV
# NRP1-CendR mod = alters CendR peptide binding to human NRP-1; O14786; FAM-RPARPAR peptide binding to NRP-1, fluorescence polarization; AID 602438; 360,000 compounds, 0.85% hits; inhibition, % at 25 µM;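 active = inhibition or corrected inhibition above about 18%, plus a signal ratio from 0.5 to 1.5, limit read from the data, passing the limit was not always enough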; also: strong numbers were not always called active
# NadD inh = inhibitors of Staphylococcus aureus NadD; 360,000 compounds, 0.78% hits; purified NadD enzyme, colorimetric absorbance read-out; inhibition, % at 20 µM; AID 602399; in the data active = inhibition above about 26%; also: some compounds past the cut are filed as inactive
# LMPTP block = blocks human LMPTP phosphatase; P24666; recombinant LMPTP-A, OMFP fluorogenic substrate, fluorescence intensity; inhibition, % at 20 µM; 360,000 compounds, 0.22% hits;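 active = compounds that cut the enzyme signal by at least half of the control window in the single-dose screen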;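 also: plate controls were DMSO wells with enzyme plus substrate for no effect and substrate without enzyme for full effect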
# Target sequence (P24666 whole entry, looked up): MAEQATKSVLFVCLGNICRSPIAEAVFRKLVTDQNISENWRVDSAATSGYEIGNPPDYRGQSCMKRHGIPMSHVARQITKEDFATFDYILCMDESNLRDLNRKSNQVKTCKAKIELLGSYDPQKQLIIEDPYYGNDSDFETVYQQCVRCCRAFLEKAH
#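 Material: LMPTP-A; amount: 0.625 nM enzyme; doses: single 20 µM dose; times: reaction 50 min, room temperature, dark; technique: fluorescence intensity of OMFP turnover product; benchmarks: no-enzyme and uninhibited controls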
# DNMT1 inh = inhibitors of human DNMT1 | 360,000 compounds, 0.83% hits | inhibition (reported as % activation of signal), % at 10 µM | DNMT1 molecular beacon, Hinp1I cleavage, fluorescence | P26358; in the data active = inhibition above about 50%
# SKN-1 inh = inhibitors of C. elegans SKN-1; C. elegans VP596 Pgst-4::GFP/RFP ratio, acrylamide-induced, 24 h; 360,000 compounds, 0.49% hits; inhibition, % at 21.8 µM; AID 624304;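 active = interference check ratio from 0.5 to 1.5 plus GFP to RFP signal ratio inhibition reaching or exceeding a fixed threshold, cut at about 30% in these data, passing the limit was not always enough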; also: some compounds called inactive have numbers as strong as hits
# STEP inh = inhibitors of human striatal-enriched phosphatase STEP; P54829; recombinant STEP, OMFP fluorogenic substrate, fluorescence; inhibition, % at 20 µM; 360,000 compounds, 0.25% hits; AID 588621;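 active = inhibition at 20 µM, scaled per plate between control wells, above about 37%, limit read from the data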;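 also: 0% = DMSO with enzyme and substrate and 100% = substrate only without enzyme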
# Target sequence (P54829 whole entry, looked up): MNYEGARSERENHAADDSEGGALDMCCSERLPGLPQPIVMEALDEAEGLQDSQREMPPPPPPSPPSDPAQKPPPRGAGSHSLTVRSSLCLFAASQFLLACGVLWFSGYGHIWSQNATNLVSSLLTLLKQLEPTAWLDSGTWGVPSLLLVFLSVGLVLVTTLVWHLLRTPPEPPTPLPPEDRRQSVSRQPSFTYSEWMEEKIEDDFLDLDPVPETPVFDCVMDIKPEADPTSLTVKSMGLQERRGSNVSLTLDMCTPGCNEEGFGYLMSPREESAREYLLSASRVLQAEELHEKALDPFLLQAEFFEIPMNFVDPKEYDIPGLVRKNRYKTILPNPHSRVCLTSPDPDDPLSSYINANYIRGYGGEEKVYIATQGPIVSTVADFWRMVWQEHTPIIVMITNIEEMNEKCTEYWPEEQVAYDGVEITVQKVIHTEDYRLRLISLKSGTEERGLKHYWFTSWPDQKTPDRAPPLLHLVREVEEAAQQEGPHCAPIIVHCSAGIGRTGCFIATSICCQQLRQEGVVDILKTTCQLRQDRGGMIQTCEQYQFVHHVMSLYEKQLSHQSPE
#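 Assay system: isolated STEP enzyme / Timing: 20 min at room temperature, dark / Doses: 20 µM, 1% DMSO / Technique: fluorescence intensity, excitation 480 nm, emission 540 nm / Reagent: fluorogenic phosphatase substrate OMFP at 25 µM final / Measure: percent inhibition scaled to no-enzyme and uninhibited-enzyme controls, plate-pattern corrected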
# MT1-MMP act inh = blocks activation of human MT1-MMP; HT1080 RFP-PRO-GFP cells, GFP/RFP ratio fluorescence, overnight; percent of plate control window, DMSO zero; GFP/RFP ratio change, % at 20 µM; 360,000 compounds, 0.061% hits; AID 651647;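 active = GFP/RFP ratio change of at least 30% with cell ATP level not reduced by more than half and red fluorescence within 50% of control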; also: strong numbers were not always called active
#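 Test system: HT1080 RFP-PRO-GFP cells; Benchmarks: DMSO and RFP-L50D-GFP cell wells; Timing: cells overnight before dosing, compound overnight, 37 °C, 5% CO2; Compound: one 20 µM compound dose with 1% DMSO; Read-out: GFP/RFP fluorescence ratio.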
# Active calls of the source: *; i = inactive; · = no result given.
SMILES,Scp-1 inhibitor,Rpn11 inh,SUMO1 PPI mod,NRP1-CendR mod,NadD inh,LMPTP block,DNMT1 inh,SKN-1 inh,STEP inh,MT1-MMP act inh
COc1ccc(OCC(=O)Nc2ccccc2C(=O)Nc2ccc(C(=O)O)cc2)cc1,-7,i,8,-15,-3,1.6,0,6,-1,-1
O=C(CNC(=O)c1ccc(Cl)cc1Cl)OCc1ccccc1,-7,i,0,4,-4,-0.4,1,9,0,3
Cc1ccc2c(c1)N(C(=O)CCC(=O)NC1CCCCCC1)CC(C)O2 (stereo not drawn),-8,i,4,-12,8,0.1,-34,-13,-1,-7
CC(=O)c1ccc(N2CCC(C(=O)O)CC2)cc1,-4,i,1,10,2,-0.4,0,-6,-2,0
Cc1cc(C)cc(NC(=O)C(OC(=O)c2cc[n+]([O-])cc2)c2ccccc2)c1 (stereo not drawn),6,i,-20,0,-1,-0.7,-2,2,1,4
C[C@H](CO)N1C[C@H](C)[C@@H](CN(C)S(=O)(=O)c2cn(C)cn2)Oc2ccc(NC(=O)Nc3ccccc3)cc2C1=O,0,i,12,-1,5,-1.8,4,16,-4,1
Cc1ccc(S(=O)(=O)N2CCCCC2)cc1NC(=O)Nc1ccc(Cl)cc1Cl,-2,i,0,3,26,3.9,32,0,3,-4
CCC(NC(=O)c1ccccc1NC(=O)c1ccco1)C(=O)NNC(=O)c1ccncc1 (stereo not drawn),-7,i,4,0,4,-0.9,-1,-6,0,-1
Cc1ccc(Cn2ccc(NC(=O)c3cc(-c4ccc(Br)cc4)on3)n2)cc1,6,i,-4,-2,1,1.0,20,-26,0,4
CN(Cc1cnccn1)Cc1c(C(=O)N2CCc3ccccc3C2)nc2ccc(Cl)cn12,-3,i,-1,9,3,0.1,-1,-15,0,-3
COc1ccc(C)cc1S(=O)(=O)N(C)CC(=O)N1CCCCCC1,-4,i,-1,-2,-8,0.0,3,10,1,-3
CC(C)CNS(=O)(=O)c1ccc(CCC(=O)Nc2ccc3c(c2)OCO3)cc1,-2,i,2,5,-2,0.2,-6,9,1,-12
NC(=O)C1CCN(C(=O)c2ccc3c(=O)n(Cc4cccc(Br)c4)c(=S)[nH]c3c2)CC1,-7,i,9,-1,1,2.6,-5,4,-2,5
O=C(NCc1ccccc1)c1c(O)c2ccccc2[nH]c1=O,-10,i,-1,-5,9,0.4,14,-8,2,3
CCN1CCN(S(=O)(=O)c2ccc(Cl)c(C(=O)NCCOc3ccc(C)cc3)c2)CC1,7,i,0,7,-10,-1.3,0,-16,1,3

# Profiles, quoted from the list.
# `O=C(CNC(=O)c1ccc(Cl)cc1Cl)OCc1ccccc1` is listed as Scp-1 inhibitor = -7; Rpn11 inh = i; SUMO1 PPI mod = 0; NRP1-CendR mod = 4; NadD inh = -4; LMPTP block = -0.4; DNMT1 inh = 1; SKN-1 inh = 9; STEP inh = 0; MT1-MMP act inh = 3
# `Cc1cc(C)cc(NC(=O)C(OC(=O)c2cc[n+]([O-])cc2)c2ccccc2)c1` (stereo not drawn) is listed as Scp-1 inhibitor = 6; Rpn11 inh = i; SUMO1 PPI mod = -20; NRP1-CendR mod = 0; NadD inh = -1; LMPTP block = -0.7; DNMT1 inh = -2; SKN-1 inh = 2; STEP inh = 1; MT1-MMP act inh = 4

# Going on with the list.
SMILES,Scp-1 inhibitor,Rpn11 inh,SUMO1 PPI mod,NRP1-CendR mod,NadD inh,LMPTP block,DNMT1 inh,SKN-1 inh,STEP inh,MT1-MMP act inh
COc1ccc(CN2CCNC(=O)C2CC(=O)NCC2CCOCC2)c(C)c1C (stereo not drawn),1,i,-2,-1,1,2.0,-3,7,2,·
CCOC(=O)CN1C(=O)S/C(=C/c2ccc(OC)c([N+](=O)[O-])c2)C1=O,-10,i,-14,8,-6,0.7,0,-3,-3,0
COc1ccc(C(=O)N(CN2CCCC2=O)c2ccc(C)cc2)cc1,-9,i,2,1,-3,0.5,-4,-15,0,-3
CC(C)(C)c1ccc(OCCNC(=S)Nc2ccccc2)cc1,57*,i,0,7,-5,1.9,-1,-1,2,-4
Cc1[nH]c(C)c(C(=O)/C=C/c2ccc([N+](=O)[O-])cc2)c1C,-8,i,-26,1,4,2.7,-4,4,0,-12
CN1CSC2=C(C#N)C(c3cccc(OCc4ccccc4)c3)CC(=O)N2C1 (stereo not drawn),-19,i,4,-20,17,3.9,-42,11,3,1
O=C(NCc1ccncc1)[C@@H]1CCCN1C(=O)[C@@H]1CCCN1,·,·,2,21,3,-1.9,·,2,·,1
O=C1C(=O)N(c2ccccn2)C(c2cccc(F)c2)/C1=C(/O)c1ccccc1 (stereo not drawn),-1,i,-13,0,6,-1.4,3,26,0,0
CCOc1ccc(NC(=O)CN(C)C(=O)c2cc(-c3ccco3)nc3ccccc23)cc1OCC,-5,i,-5,-4,0,1.6,-1,8,1,3
O=C(CCSc1ccc(Br)cc1)Nc1cccnc1,2,i,2,-3,2,-1.1,-1,6,0,6
CCOC(=O)c1[nH]cnc1C(=O)Nc1ccc(F)cc1,-1,i,4,-10,6,-3.4,0,4,3,4
O=C(/C=C/c1ccc(F)cc1)Nc1cccc(S(=O)(=O)Nc2cccc(C(F)(F)F)c2)c1,-10,i,1,-8,1,-0.1,2,-3,0,-1
COCCCNC(=S)NC(=O)c1ccc([N+](=O)[O-])cc1,-5,i,-28,-1,-5,-1.4,-4,0,-1,-12
CC(C)(C)n1ncc2c(=O)n(CC(=O)Nc3ccccc3)cnc21,3,i,3,6,7,0.1,-1,5,-1,4
C/C(N)=C(/C#N)C(=O)CSc1ccccc1F,1,i,-2,-3,2,0.4,3,8,1,4
O=C(C#Cc1ccccc1)c1cccc([N+](=O)[O-])c1,-14,i,-12,5,-2,-0.1,14,6,-4,4
Cc1ccc(CNC(=O)COC(=O)c2ccc(S(=O)(=O)N3CCCC3)cc2)cc1,-10,i,-1,1,-2,-0.5,3,-4,-1,0
C/C(=N/Nc1nc(-c2ccccc2)cc(-c2ccc(F)cc2)n1)c1cccc(N)c1,0,i,-3,-3,7,1.0,-16,19,8,7
O=C1C2CCCCC2C(=O)N1c1ccc(S(=O)(=O)Nc2ncccn2)cc1 (stereo not drawn),-5,i,0,3,-4,-0.8,4,-15,0,-20
O=C(COC(=O)c1nc(Cl)ccc1Cl)NC1CCS(=O)(=O)C1 (stereo not drawn),0,i,-1,18,-4,-0.2,1,-1,0,1
CCOC(=O)c1ccc(CC(=O)c2ccc(O)c(O)c2O)o1,9,i,4,-29,5,4.7,-10,9,6,1
Cc1nc(Cl)c(C(=O)NCCC(C)C)c(C)c1[N+](=O)[O-],-4,i,-1,-2,-7,-1.8,14,0,0,1
Cc1ccc2nc(NC(=O)CCCC(=O)O)sc2c1,13,i,7,-5,-1,-0.6,28,-20,4,-3
Cc1cc(C(F)F)nn1CC(=O)NC1CCCCCC1,5,i,-4,9,0,-0.2,-1,-2,1,1
O=C(N/N=C/c1ccc(N2CCOCC2)cc1)c1ccc(NS(=O)(=O)c2cccs2)cc1,-5,i,-7,4,-2,-0.2,-2,-6,3,-2
O=C(O)c1cnn(-c2ccccc2)c1-c1ccncc1,37,i,4,3,-3,-0.8,28,0,2,1
COc1ccc(/C=N/NC(=O)c2nnn(-c3nonc3N)c2CN(C)C2CCCCC2)cc1,-2,i,0,7,6,1.7,-5,11,0,-1
COc1ccc(C(=O)/C=C/c2ccc(OC(=O)c3cc(OC)c(OC)c(OC)c3)cc2)cc1,-18,i,-3,21,-6,3.0,4,6,4,-3
COc1cc(C)ccc1S(=O)(=O)NC(=O)Cn1nnc(COc2ccc3c(c2)CCCC3)c1C,·,i,2,-2,4,-1.3,0,14,0,2
O=C(N/N=C/c1ccccc1F)NC1CCCCC1,-4,i,1,-1,-5,-0.9,5,8,-1,7
O=C1c2ccccc2C(=O)N1CCCCc1cn(C[C@H]2CC[C@H](Cn3cc(CCCCN4C(=O)c5ccccc5C4=O)nn3)O2)nn1,7,i,-11,2,6,0.8,3,10,-1,-5
COc1ccc(C(=O)c2c(C)oc3ccc(O)c(CN4CCOCC4)c23)cc1,-3,i,-3,0,6,-0.5,-3,-2,2,-2
COc1ccc(-c2sc(Nc3cccc4ccccc34)n[n+]2C)c(C)c1C,-6,i,2,7,3,1.1,2,5,2,0
CCCn1c2c(c(O)c(C(=O)Nc3ccc(OCC)cc3)c1=O)CCCC2,-15,i,2,-2,-7,-0.3,0,-11,4,5
Cc1cccc(NC(=O)CN(C)C(=O)c2ccc(N3CCCCCC3)c([N+](=O)[O-])c2)c1C,3,i,-28,-15,1,1.6,-4,-3,-1,1
CS(=O)(=O)N(CC(=O)NC1CCCC1)Cc1ccc(Cl)cc1,-4,i,-2,-3,-4,-0.3,-2,14,-4,2
Cc1c(C)n(CC(O)CNCCO)c2ccccc12 (stereo not drawn),-8,i,0,7,-1,-3.1,-1,-5,-3,0
Cc1nn(C)cc1C(C(=O)NC1CCCCC1)N(C(=O)Cc1cccs1)c1ccc(C(C)C)cc1 (stereo not drawn),2,i,3,2,13,1.0,-4,11,3,-13
COC(=O)C1=NN(C(C)=O)C2(CC(=O)N(c3cccc(C)c3)C2=O)C1 (stereo not drawn),-2,i,-1,-6,-2,-0.7,7,-1,2,-3
COc1cccc2cc(C(C)N(CCCN3CCOCC3)C(=S)Nc3cccc(C)c3C)oc12 (stereo not drawn),2,i,-1,5,2,-1.7,-1,-3,0,4
O=C1NCCCC2c3c(cc(Br)c(O)c3Br)OC12N1CCOCC1 (stereo not drawn),-7,i,1,-7,7,-0.8,4,-11,-4,-4
O=C(NC1CCCCCC1)c1c(O)c2ccccc2[nH]c1=O,-10,i,2,3,-5,-0.5,-2,-2,0,2
Cc1ccc(NC(=O)/C(=C/c2cccs2)NC(=O)c2ccco2)cc1,-14,i,-11,-8,0,-1.0,-1,18,-1,-7
COc1ccc(NC(=S)Nn2cnnc2)cc1OC,-8,i,-1,6,-2,1.2,-2,5,4,-1
C=CC[C@@H](CC(=O)N(CCO)Cc1ccccc1)C(=O)N[C@@H](COC(=O)[C@@H](CC=C)CC(=O)OC(C)(C)C)Cc1c[nH]c2ccccc12,0,i,6,6,-4,1.2,-14,15,-2,-9
CCn1c(SCC(=O)N2CCC(C)CC2)nnc1-c1ccc(S(=O)(=O)N2CCN(C)CC2)cc1,-2,i,2,3,2,-0.1,3,-12,-3,·
COc1ccc(Oc2nc(SC)nc3ccccc23)cc1,-7,i,3,-5,-2,2.6,-5,21,3,-5
